IMPase Li cell – cell-permeable IMPase inhibitors with lithium potentiation | Potency, µM (top dose mostly 59.4 µM), without a hit: at the highest dose activity, negative = IMPase inhibition, hits mostly inhibitors | CHO-M1 cells, IP1 TR-FRET (IP-One), carbachol + lithium | AID 1457 | hit rate 0.35% among 210,000;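 also: IP1 builds up when IMPase is blocked and the TR-FRET signal falls; potency is read from the fitted curve at half-maximal effect; plate controls were basal vehicle for no effect and high inhibitor control for full effect; nearly all actives have a fitted effect of over 50% in size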
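Lithium-sensitised IP1 accumulation assay; M1-expressing CHO cells treated 30 min at 37C with compound. Competitive antibody detection by time-resolved FRET followed a 10 min room-temperature lysis step.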
Epigenetic reg – regulators of epigenetic silencing causing reporter derepression in mouse cells; murine LDR cells, GFP reporter derepression, 30 h; Potency, µM (titrated, usually from 53.9 µM), for inactives: top-dose GFP activation, usual class: activators; hit rate 0.2% among 280,000; AID 1865; also: potency is read from the fitted curve at half-maximal effect; % of control where 0% means no effect; nearly all actives have a fitted effect of over 60% in size
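Reporter derepression read as number of fluorescent GFP-positive objects, 20-120 um in size, counted by laser-scanning cytometer. Mouse LDR line with an epigenetically silenced CMV-GFP locus; compound incubation 30 h, 37 C.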
Luc counter – counter-screen: inhibitors of Kinase-Glo firefly luciferase. Kinase-Glo luciferase, ATP luminescence, 8 min. Potency, µM (titrated, usually from 38.3 µM), without a hit: top-dose activity change, negative = inhibition, usual class: inhibitors. hit rate 0.28% among 200,000. AID 1379; also: potency is read from the fitted curve at half-maximal effect; % is scaled to controls: 0 for no effect and ±100 for the full control effect; nearly all actives have a fitted effect of over 60% in size
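Kinase-Glo luciferase light output from ATP and luciferin was measured with 10 uM ATP, within the enzyme's linear range. Buffer: 50 mM imidazole pH 7.2, 50 mM KCl, 7 mM MgCl2, 0.01% Tween 20, 0.05% BSA; luminescence read after 8 min at ambient temperature.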
Lamin A splicing – modulators of lamin A splicing; HeLa LMNA splicing GFP/RFP minigene ratio, 48 h; Potency, µM (series often up to 46.1 µM), for inactives: at the highest dose ratio change, negative = inhibition, usual class: inhibitors; hit rate 0.01% among 200,000; AID 1487; active = well fitted inhibition curve with a large enough effect in the signal ratio, with a control signal flat, not every such curve was filed as active; inconclusive = small, poorly fitted or top-dose-only effect, or effect the other way, or a change in a side signal; the % refers to the signal ratio; also: potency is read from the fitted curve at half-maximal effect; % is scaled to controls: 0 for no effect and ±100 for the full control effect
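Read-out is the ratio of GFP to DsRed2 object intensity, acquired by 488 nm laser-scanning cytometry on HeLa lamin A-EGFP minigene reporter cells. Compound incubation 48 hrs at 37 °C in Opti-MEM with 2% FBS; DMSO 0.5% final.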
NPSR antag – neuropeptide S receptor (human) antagonism, cAMP. Q6W5P4. CHO-NPSR cells, cAMP TR-FRET, antagonist mode. Potency, µM (titrated, usually from 38.3 µM), for inactives: at the highest dose activity change, negative = inhibition, most hits filed as inhibitors. hit rate 1% among 220,000; also: potency is read from the fitted curve at half-maximal effect; % is scaled to controls: 0 for no effect and ±100 for the full control effect; nearly all actives have a fitted effect of over 50% in size; many of its hits are not listed in these tables
Target sequence (Q6W5P4 whole entry, looked up): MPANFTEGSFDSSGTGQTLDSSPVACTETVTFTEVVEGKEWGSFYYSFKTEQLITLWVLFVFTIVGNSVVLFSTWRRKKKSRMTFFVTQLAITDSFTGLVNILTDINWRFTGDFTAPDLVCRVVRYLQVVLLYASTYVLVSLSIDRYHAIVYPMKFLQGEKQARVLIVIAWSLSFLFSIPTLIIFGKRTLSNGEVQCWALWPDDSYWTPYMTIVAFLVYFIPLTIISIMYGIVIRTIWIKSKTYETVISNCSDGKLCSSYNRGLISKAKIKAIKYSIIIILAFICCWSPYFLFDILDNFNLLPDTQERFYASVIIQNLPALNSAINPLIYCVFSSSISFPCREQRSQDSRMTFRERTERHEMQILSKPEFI
CBFb RUNX1 block – inhibitors of human CBF-beta and RUNX1 interaction. 230,000 tested, under 10 active. Potency, µM (top dose mostly 59.8 µM), without a hit: at the top dose activity, negative = inhibition, hits mostly inhibitors. AID 1477. AlphaScreen CBFb-His/RUNX1-biotin binding, biochemical; also: % of control where 0% means no effect
Target sequence (Q01196 whole entry, looked up): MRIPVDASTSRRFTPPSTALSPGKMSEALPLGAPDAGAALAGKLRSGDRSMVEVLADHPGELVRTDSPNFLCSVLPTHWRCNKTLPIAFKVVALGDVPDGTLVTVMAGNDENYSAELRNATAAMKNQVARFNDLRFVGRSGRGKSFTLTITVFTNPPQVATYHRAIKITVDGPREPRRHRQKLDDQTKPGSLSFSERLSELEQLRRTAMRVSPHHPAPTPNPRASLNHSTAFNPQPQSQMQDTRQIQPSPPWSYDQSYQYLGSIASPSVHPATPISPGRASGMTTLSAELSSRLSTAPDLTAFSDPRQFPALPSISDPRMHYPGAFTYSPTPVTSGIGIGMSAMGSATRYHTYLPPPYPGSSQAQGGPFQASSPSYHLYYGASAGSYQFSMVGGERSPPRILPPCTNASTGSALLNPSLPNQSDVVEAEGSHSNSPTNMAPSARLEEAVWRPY
Target sequence (Q13951 whole entry, looked up): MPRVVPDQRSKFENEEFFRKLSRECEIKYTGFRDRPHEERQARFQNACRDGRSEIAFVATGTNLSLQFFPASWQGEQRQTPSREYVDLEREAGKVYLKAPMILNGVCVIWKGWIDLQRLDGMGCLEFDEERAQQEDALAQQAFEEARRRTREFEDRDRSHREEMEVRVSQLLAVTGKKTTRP
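Inhibition was taken as any reduction in AlphaScreen signal from the CBF-beta–RUNX1 pair (His and biotin tags, 30 nM each), measured after compound (15 min) and bead (90 min) incubations at room temperature.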
HttQ103 aggreg – reduces HttQ103-GFP aggregates in PC12 cells; PC12 HttQ103-GFP aggregates, Acumen cytometry, 40 h; hit rate 1.1% among 220,000; Potency, µM (titrated, usually from 46.1 µM), inactives show top-dose activity change, negative = inhibition, most hits filed as inhibitors; also: potency is read from the fitted curve at half-maximal effect; % is scaled to controls: 0 for no effect and ±100 for the full control effect; nearly all actives have a fitted effect of over 60% in size
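Read-out: GFP aggregate count by laser scanning cytometer (488 nm excitation, 500-530 nm emission, 1–25 µm objects >6 SD above background). Cells: PC12, inducible HTTex1-Q103-GFP, 100 nM tebufenozide; compounds titrated.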
Active calls of the source: *; & = joins results of further samples; [ ] = another dose, or the depositor's remark. Unless noted, calls follow the shape of the dose curve; as a rule, active = well fitted curve in the direction sought with a large enough effect; inconclusive = small, poorly fitted or top-dose-only effect, or another doubt; inactive = no such curve, though single readings can be large; an effect the other way counts as inactive or inconclusive. An excerpt; the hit share may differ from the screen's.

What do the screens show for `COc1ccc2ccccc2c1-c1c(OC)ccc2ccccc12`?
IMPase Li cell: 6.3%&-6.4%; Epigenetic reg: 0.0%&-0.1%; Luc counter: 1.1%&1.3%; CBFb RUNX1 block: -7.8%&8.3%

Results for Cc1ccc(S(=O)(=O)N2CCCC(CCC(=O)NCc3ccccc3F)C2)s1 (configuration not stated) ?
IMPase Li cell: 0.7%; Epigenetic reg: -6.2%; Luc counter: 0.8%; Lamin A splicing: inconclusive; NPSR antag: 6.1%; CBFb RUNX1 block: 2.4%; HttQ103 aggreg: -15.8%[9.22 µM]

How did C=CCC(C=C)S(=O)(=O)c1ccc(C)cc1 (configuration not stated) do in these assays?
IMPase Li cell: 13.0%[38.3 µM]; Epigenetic reg: -4.3%; Luc counter: -2.5%; Lamin A splicing: -4.0%; NPSR antag: 2.1%[46.1 µM]; CBFb RUNX1 block: 2.0%; HttQ103 aggreg: 7.7%

How did COc1ccc(-n2ncc3c(NCC4CCCO4)ncnc32)cc1 (configuration not stated) do in these assays?
IMPase Li cell: -1.6%[38.3 µM]; Epigenetic reg: -0.9%; Luc counter: -2.1%; Lamin A splicing: 6.7%[0.0737 µM]; NPSR antag: -1.0%[46.1 µM]; CBFb RUNX1 block: 7.6%; HttQ103 aggreg: -0.2%

What do the screens show for `S=C(NCCc1ccccc1)NN=C1CCCCCC1`?
IMPase Li cell: 22.5%; Epigenetic reg: 3.5%; Luc counter: -2.2%; NPSR antag: -46.1%; CBFb RUNX1 block: -3.1%; HttQ103 aggreg: 9.7%

What do the screens show for `O=C(COc1ccccc1Cl)Nn1cnnc1`?
IMPase Li cell: -6.0%[38.3 µM]; Epigenetic reg: -8.7%; Luc counter: 0.8%; Lamin A splicing: 3.2%; NPSR antag: 5.3%[46.1 µM]; CBFb RUNX1 block: 0.8%; HttQ103 aggreg: 4.1%

Results for CCOC(=O)c1cccc(S(=O)(=O)N2CCCC2)c1 ?
IMPase Li cell: 8.5%; Epigenetic reg: -0.9%; Luc counter: -1.1%; Lamin A splicing: 9.5%; NPSR antag: 10.6%; CBFb RUNX1 block: 11.5%; HttQ103 aggreg: -6.5%

What do the screens show for `O=C(NNc1nc2c(F)cccc2s1)c1ccccc1`?
IMPase Li cell: 1.0%; Epigenetic reg: 5.1%; Luc counter: 1.4%; NPSR antag: 3.8%; CBFb RUNX1 block: -0.5%; HttQ103 aggreg: -13.6%

How did CCOc1cccc2cc(C(=O)NCCC3=CCCCC3)c(=O)oc12 do in these assays?
IMPase Li cell: 6.9%; Epigenetic reg: -1.6%; Luc counter: 0.6%; Lamin A splicing: inconclusive; NPSR antag: -3.9%; CBFb RUNX1 block: 9.0%; HttQ103 aggreg: 5.1%

Results for COc1ccc(C2CC(=O)Nc3n[nH]c(-c4ccccc4)c32)cc1OC (configuration not stated) ?
IMPase Li cell: 7.5%; Epigenetic reg: 0.1%; Luc counter: -0.6%; NPSR antag: 10.4%; CBFb RUNX1 block: 0.5%; HttQ103 aggreg: 20.4%[9.22 µM]

Results for Cn1c(=O)c2c(nc(CN3CCCCC3)n2Cc2c(F)cccc2Cl)n(C)c1=O ?
IMPase Li cell: 6.5%; Epigenetic reg: -1.2%; NPSR antag: 2.6%; CBFb RUNX1 block: 10.5%; HttQ103 aggreg: 14.9%[9.22 µM]

Results for O=C(COC(=O)c1ccccn1)Nc1cccc(Cl)c1Cl ?
IMPase Li cell: -4.8%[38.3 µM]; Epigenetic reg: -3.1%; Luc counter: -4.4%; Lamin A splicing: 0.3%; NPSR antag: 0.1%[7.67 µM]; CBFb RUNX1 block: -1.7%; HttQ103 aggreg: 10.2%

How did Cc1cc(NC(=O)CSc2nc3ccc(Cl)cc3[nH]2)no1 do in these assays?
IMPase Li cell: 24.0%[38.3 µM]; Epigenetic reg: -5.4%; Luc counter: -1.4%; Lamin A splicing: 4.3%; NPSR antag: inconclusive; CBFb RUNX1 block: -3.4%; HttQ103 aggreg: -15.7%

How did CCOC(=O)c1[nH]c2ccc(OC)cc2c1NC(=O)c1nonc1C do in these assays?
Epigenetic reg: -7.1%; Lamin A splicing: 8.4%; NPSR antag: -2.2%[46.1 µM]; CBFb RUNX1 block: 1.9%; HttQ103 aggreg: 1.2%

How did CCOC(=O)c1[nH]c2c(c1C)C(=O)CC(c1ccc(N(C)C)cc1)C2 (configuration not stated) do in these assays?
IMPase Li cell: 44.5%[activator][38.3 µM]; Epigenetic reg: -0.8%; Luc counter: 5.0%; Lamin A splicing: inconclusive; NPSR antag: -7.1%[46.1 µM]; CBFb RUNX1 block: -24.5%; HttQ103 aggreg: -30.4%

How did COc1ccc(Cl)cc1C(=O)NCC#N do in these assays?
IMPase Li cell: -0.7%[38.3 µM]; Epigenetic reg: 0.0%; Luc counter: 4.6%; Lamin A splicing: -0.6%; NPSR antag: -7.3%[46.1 µM]; CBFb RUNX1 block: -0.8%; HttQ103 aggreg: -4.9%

Results for CCOc1ccc2nc(SCC(=O)c3ccc(C)s3)sc2c1 ?
IMPase Li cell: 27.1%[38.3 µM]; Epigenetic reg: -1.0%; Luc counter: -4.4%; Lamin A splicing: -1.1%; NPSR antag: -28.1%[46.1 µM]; CBFb RUNX1 block: -0.8%; HttQ103 aggreg: inconclusive

What do the screens show for `O=C(COc1ccccc1F)N1CCc2ccccc2C1`?
IMPase Li cell: -4.4%; Epigenetic reg: -0.1%; Luc counter: -2.5%; NPSR antag: -13.3%; CBFb RUNX1 block: -4.2%; HttQ103 aggreg: 37.8%[9.22 µM]

Results for Cc1cccc(N2CCN(C(=O)C3CCN(S(=O)(=O)c4c(C)noc4C)CC3)CC2C)c1 (configuration not stated) ?
IMPase Li cell: -0.7%; Epigenetic reg: 2.5%&0.0%; Luc counter: 1.8%; NPSR antag: -0.9%; CBFb RUNX1 block: -0.7%; HttQ103 aggreg: -14.6%

What do the screens show for `CCOC(=O)/N=C(/NC(=O)Nc1ccc(C(=O)OCC)cc1)OC`?
IMPase Li cell: 24.7%[38.3 µM]; Epigenetic reg: 0.9%; Luc counter: -4.2%; Lamin A splicing: -6.2%; NPSR antag: -13.1%[46.1 µM]; CBFb RUNX1 block: 4.4%; HttQ103 aggreg: 1.7%

Brought forward from above: 2 entries, then new ones.
Results for Cc1cccc(N2CCN(C(=O)C3CCN(S(=O)(=O)c4c(C)noc4C)CC3)CC2C)c1 (configuration not stated) ?
IMPase Li cell: -0.7%; Epigenetic reg: 2.5%&0.0%; Luc counter: 1.8%; NPSR antag: -0.9%; CBFb RUNX1 block: -0.7%; HttQ103 aggreg: -14.6%

What do the screens show for `CCOC(=O)/N=C(/NC(=O)Nc1ccc(C(=O)OCC)cc1)OC`?
IMPase Li cell: 24.7%[38.3 µM]; Epigenetic reg: 0.9%; Luc counter: -4.2%; Lamin A splicing: -6.2%; NPSR antag: -13.1%[46.1 µM]; CBFb RUNX1 block: 4.4%; HttQ103 aggreg: 1.7%

Results for COc1cc(OC)c(/C=N/NC(=O)c2ccc(NC(C)=O)cc2)cc1Br ?
IMPase Li cell: 3.8%; Epigenetic reg: -3.4%; Luc counter: 0.2%; Lamin A splicing: 0.2%[46 µM]; NPSR antag: -1.1%; CBFb RUNX1 block: -12.3%; HttQ103 aggreg: -18.3%

How did COc1cccc(NC(=S)NNC(=O)Cn2nc([N+](=O)[O-])cc2C)c1 do in these assays?
IMPase Li cell: -5.0%; Epigenetic reg: -0.2%; Luc counter: 2.8%; Lamin A splicing: 25.9%[9.22 µM]; NPSR antag: 6.1%; CBFb RUNX1 block: -3.0%; HttQ103 aggreg: -7.9%[9.22 µM]

Results for Cc1ccc(C(c2c(C)[nH][nH]c2=O)c2c(C)[nH][nH]c2=O)cc1[N+](=O)[O-] ?
IMPase Li cell: 0.6%; Epigenetic reg: 0.0%; Luc counter: -1.5%; Lamin A splicing: -10.9%; NPSR antag: 16.1%; CBFb RUNX1 block: -1.4%; HttQ103 aggreg: -0.7%

What do the screens show for `O=C(Nc1ccc2c(c1)OCO2)N1CCN(c2cccc(C(F)(F)F)c2)CC1`?
IMPase Li cell: 34.0%[activator][38.3 µM]; Epigenetic reg: 0.0%; Luc counter: 0.4%; Lamin A splicing: inconclusive; NPSR antag: -13.1%[46.1 µM]; CBFb RUNX1 block: -5.3%; HttQ103 aggreg: inconclusive

Results for O=C(Nc1nnc(-c2cccc(F)c2)s1)Nc1ccccc1F ?
IMPase Li cell: -7.4%; Epigenetic reg: -7.9%; Luc counter: 1.1%; NPSR antag: -1.8%; CBFb RUNX1 block: 0.4%; HttQ103 aggreg: 3.0%[9.22 µM]

How did CCOC(=O)N1CCC(NC(=O)C(CC(C)C)NC(=O)C2CCC(C)CC2)CC1 (configuration not stated) do in these assays?
IMPase Li cell: 26.6%[38.3 µM]; Epigenetic reg: -1.5%; Luc counter: -0.9%; Lamin A splicing: -5.9%; NPSR antag: -9.0%[46.1 µM]; CBFb RUNX1 block: 0.6%; HttQ103 aggreg: 15.7%

How did CN(Cc1nc2ccccc2n1C)S(C)(=O)=O do in these assays?
IMPase Li cell: 15.7%[38.3 µM]; Epigenetic reg: 2.0%; Luc counter: -0.2%; Lamin A splicing: 18.3%; NPSR antag: -0.4%[46.1 µM]; CBFb RUNX1 block: 5.5%; HttQ103 aggreg: -8.7%

How did CCOc1cc(CN2CCN(CCc3ccccc3)C(CCO)C2)ccc1OC (configuration not stated) do in these assays?
IMPase Li cell: 5.5%; Epigenetic reg: 1.3%; Luc counter: -0.7%; NPSR antag: 5.0%; CBFb RUNX1 block: 2.1%; HttQ103 aggreg: -0.2%

Results for CCOc1ccccc1-n1c(SCC(N)=O)nc2ccccc2c1=O ?
IMPase Li cell: -3.0%[38.3 µM]; Epigenetic reg: -1.0%; Luc counter: 0.4%; Lamin A splicing: -0.4%; NPSR antag: -2.7%[46.1 µM]; CBFb RUNX1 block: -1.4%; HttQ103 aggreg: 11.8%

How did COc1ccc(N2C(=O)CC(Sc3ncn[nH]3)C2=O)c(OC)c1 (configuration not stated) do in these assays?
Epigenetic reg: 10.3%; Lamin A splicing: 0.1%; NPSR antag: 1.9%[46.1 µM]; CBFb RUNX1 block: -1.6%; HttQ103 aggreg: -20.2%

What do the screens show for `OCCN1CCN(CC(O)COc2ccc(-c3ccccc3)cc2)CC1` (configuration not stated)?
IMPase Li cell: 27.1%[38.3 µM]; Epigenetic reg: 0.0%; Luc counter: 20.7%; Lamin A splicing: 6.3%; NPSR antag: 12.9%[46.1 µM]; CBFb RUNX1 block: -0.5%; HttQ103 aggreg: 6.2%

Screening results from PubChem BioAssay.
